High-throughput results deposited in PubChem by National Center for Advancing Translational Sciences (NCATS).
ASM inhibitor: human S-ASM enzyme inhibition; placental ASM, HMU-PC fluorogenic substrate, 60 min; Potency, µM (titrated, usually from 57.5 µM), for inactives: at the top dose activity change, negative = inhibition, most hits filed as inhibitors; actives 0.006% (n = 340,000); also: potency is read from the fitted curve at half-maximal effect
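HMU-PC0 cleavage (9 uM final) by human placental ASM, 60 min at 37 °C following 10 min compound exposure at RT; stopped at pH 10, fluorescence Ex 386/Em 447 nm.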
p53 reactivator: restores transcriptional activity of mutant p53 | H1299 p53-A138V BP100-luciferase reporter, luminescence, 24 h | Potency, µM (top dose mostly 92.2 µM), inactives show at the highest dose activity change, positive = activation, usual class: activators | actives 0.063% (n = 320,000) | AID 504706; also: potency is read from the fitted curve at half-maximal effect; % of control where 0% means no effect; nearly all actives have a fitted effect of over 45% in size
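p53-null H1299 cells stably carrying temperature-sensitive p53-A138V and a BP100-luciferase reporter were pinned with compounds (4-point, 1:5 series) and held 24 hrs at 37 deg C. Luminescence was read 10 min after detection reagent.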
uPA surface inh: blocks generation of uPA at the cell surface; Potency, µM (highest dose often 38.3 µM), for the others: at the top dose activity change, negative = inhibition, most hits filed as inhibitors; cell surface uPA generation assay, qHTS; actives 0.31% (n = 330,000); active = well fitted inhibition curve with a large enough effect; inconclusive = small, poorly fitted or top-dose-only effect; inactive = no such curve, though single readings can be large or run the other way; tested in mouse RAW 264.7 cells; also: potency is read from the fitted curve at half-maximal effect; % is scaled to controls: 0 for no effect and ±100 for the full control effect; nearly all actives have a fitted effect of over 55% in size
BRCA1 expr act: activators of BRCA1 expression | MCF7-BRCA1-FFLuc reporter, luminescence, 48 h; response scale: scaled: vehicle 0%, 10 µM genistein 100% | Potency, µM (doses to about 46.1 µM), inactives show top-dose activation, usual class: activators | actives 1.1% (n = 380,000) | AID 624202; also: potency is read from the fitted curve at half-maximal effect; nearly all actives have a fitted effect of over 80% in size; some results filed as inactive show a strong effect at the top dose
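Cells: MCF7-BRCA1-FFLuc, 2000/well. Exposure: 48 h, 37 °C, 5% CO2. Read: luminescence, 15 min post-substrate. Controls: genistein 10 microM (maximal activation), DMSO (neutral).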
PTAP TSG101 blk: blocks PTAP/TSG101 interaction to inhibit HIV-1 budding. Q99816. Fluorescence polarization, FITC-PTAP peptide / Tsg101 binding. Potency, µM (doses to about 115 µM), for the others: top-dose activity change, negative = inhibition, most hits filed as inhibitors. 340,000 tested, under 10 active. AID 493005; active = well fitted inhibition curve with a large enough effect in the main read-out, with a control signal flat, not every such curve was filed as active; inconclusive = small, poorly fitted or top-dose-only effect, or effect the other way, or a change in a side signal; inactive = no such curve, though single readings can be large or run the other way; also: potency is read from the fitted curve at half-maximal effect; % of control where 0% means no effect
Target sequence (Q99816 whole entry, looked up): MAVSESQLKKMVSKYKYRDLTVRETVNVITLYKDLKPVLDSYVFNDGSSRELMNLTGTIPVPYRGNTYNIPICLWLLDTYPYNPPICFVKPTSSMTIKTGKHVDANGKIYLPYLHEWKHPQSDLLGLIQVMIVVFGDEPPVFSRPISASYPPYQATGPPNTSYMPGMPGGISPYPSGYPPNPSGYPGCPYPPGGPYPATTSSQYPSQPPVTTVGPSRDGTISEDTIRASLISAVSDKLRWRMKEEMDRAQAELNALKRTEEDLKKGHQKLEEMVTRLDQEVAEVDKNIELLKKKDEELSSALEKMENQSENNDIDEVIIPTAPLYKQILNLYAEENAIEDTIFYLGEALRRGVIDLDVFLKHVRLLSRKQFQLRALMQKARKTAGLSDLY
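Tsg101 binding domain (10 uM final) was mixed with compound and a FITC-labeled PTAP peptide (50 nM final) in HEPES pH 7.5 buffer with NaCl, Tween 20, EDTA and TCEP; fluorescence polarization was read after 20 min at r.t.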
ELG1 genotox: inducers of genotoxicity in HEK293T ELG1-luciferase cells; HEK293T ELG1-luciferase reporter, luminescence, 16 h; Potency, µM (doses to about 46 µM), inactives show at the highest dose activity change, positive = activation, actives largely listed as activators; actives 1.3% (n = 330,000); AID 504466; also: potency is read from the fitted curve at half-maximal effect; % of control where 0% means no effect; nearly all actives have a fitted effect of over 60% in size
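16 hr compound incubation (37 °C, 5% CO2) of HEK293T cells carrying luciferase-tagged ELG1; luciferase then measured by ONE-Glo luminescence after 30 min at RT.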
TRPV1 agonist: human TRPV1 agonism | TRPV1-expressing cells, Fluo-8 calcium influx, agonist mode | Q8NER1 | activation, % at 8.33 µM | actives 0.19% (n = 320,000) | AID 540275; in the data active = activation above about 80%; inconclusive = between about 30% and that limit; also: 0% is about no effect
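TRPV1-expressing cells were cultured overnight at 35.5C and loaded with Fluo-8 calcium dye for 40 to 90 min at room temperature. After a 10 s baseline, compound was added and calcium influx was read kinetically for 3 min (ex 480/em 520 nm).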
a7 integrin act: activates integrin-mediated alleviation for muscular dystrophy | alpha7betagal myoblasts, beta-gal FDG fluorescence, 48 h | Potency, µM (series often up to 38.3 µM), inactives show top-dose activation, hits mostly activators | actives 0.064% (n = 350,000) | AID 624291;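 also: potency is read from the fitted curve at half-maximal effect; 100% = response of the positive control SU9516; nearly all actives have a fitted effect of over 60% in size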
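alpha7betagal+/- myoblasts (passage 13, 250/well) treated 48 h at 37C with compounds at 1:260 dilution of DMSO stock. Lysed, then beta-galactosidase activity read as FDG fluorescence (ex 480/em 540) after 30 min, with pre-read for autofluorescence.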
USP2a block: blocks human ubiquitin-specific protease USP2a; O75604; USP2 core, Ub-CHOP2 coupled fluorogenic reporter, 485/531; Potency, µM (titrated, usually from 38.3 µM), inactives show top-dose activity change, negative = inhibition, most hits filed as inhibitors; actives 0.01% (n = 330,000); AID 463254;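 also: potency is read from the fitted curve at half-maximal effect; plate controls were DMSO wells for no effect and full inhibition by NEM control for full effect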
Target sequence (O75604 whole entry, looked up): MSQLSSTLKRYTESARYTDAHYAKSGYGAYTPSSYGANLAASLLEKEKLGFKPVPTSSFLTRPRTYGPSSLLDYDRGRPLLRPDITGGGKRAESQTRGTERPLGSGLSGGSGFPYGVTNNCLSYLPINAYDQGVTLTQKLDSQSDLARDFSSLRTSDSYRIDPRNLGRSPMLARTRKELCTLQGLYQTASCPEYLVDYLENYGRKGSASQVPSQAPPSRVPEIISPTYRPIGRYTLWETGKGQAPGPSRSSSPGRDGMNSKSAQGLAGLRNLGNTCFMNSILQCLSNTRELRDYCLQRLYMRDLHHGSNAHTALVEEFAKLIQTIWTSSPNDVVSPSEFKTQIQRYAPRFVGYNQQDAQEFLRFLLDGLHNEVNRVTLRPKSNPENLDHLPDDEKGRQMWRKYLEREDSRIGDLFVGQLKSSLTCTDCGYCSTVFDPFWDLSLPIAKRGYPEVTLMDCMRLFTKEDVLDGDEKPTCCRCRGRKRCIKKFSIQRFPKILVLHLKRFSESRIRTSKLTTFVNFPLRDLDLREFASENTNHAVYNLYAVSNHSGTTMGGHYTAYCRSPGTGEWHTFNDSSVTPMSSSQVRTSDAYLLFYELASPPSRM
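USP2 core (10nM final) preincubated 30min RT with compound in 20mM Tris-HCl pH 8.0, 2mM CaCl2, 2mM beta-mercaptoethanol, 0.05% CHAPS; 25nM Ub-CHOP2 plus 25nM reporter substrate added, fluorescence (Ex485/Em531) read after 60min.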
Eya2 phos inh: blocks the phosphatase activity of human Eya2; recombinant Eya2, OMFP fluorescence dephosphorylation (OMFP is methylfluorescein phosphate); Potency, µM (series often up to 76.9 µM), inactives show at the highest dose activity, negative = inhibition, most hits filed as inhibitors; actives 0.006% (n = 330,000); also: potency is read from the fitted curve at half-maximal effect; % is scaled to controls: 0 for no effect and ±100 for the full control effect
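Eya2 protein (added as 0.2 uM solution) was preincubated with compound for 10 min at ambient temperature in 50 mM HEPES pH 7.5, 50 mM NaCl, 5 uM MgCl2, 0.05% BSA, 1 mM DTT. OMFP (added at 50 uM) then reacted 10 min; fluorescence read at 485/525 nm.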
B2AR arrestin: recruits beta-arrestin to the human beta2-adrenergic receptor | P07550 | beta-arrestin recruitment to beta2AR, cell-based reporter | Potency, µM (titrated, usually from 46.1 µM), for the others: top-dose activation, hits mostly activators | actives 0.02% (n = 330,000) | AID 492947;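 also: potency is read from the fitted curve at half-maximal effect; 0% = DMSO controls and full agonism = EC100 isoproterenol or metaproterenol; nearly all actives have a fitted effect of over 65% in size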
* hit, by the source's call; i = inactive; ? = inconclusive; nt = not tested or not shown; & = joins results of further samples; [ ] = another dose, or the depositor's remark. Unless noted, calls follow the shape of the dose curve; as a rule, active = well fitted curve in the direction sought with a large enough effect; inconclusive = small, poorly fitted or top-dose-only effect, or another doubt; inactive = no such curve, though single readings can be large; an effect the other way counts as inactive or inconclusive.

The line under a structure holds: USP2a block | TRPV1 agonist | PTAP TSG101 blk | Eya2 phos inh | B2AR arrestin | ASM inhibitor | a7 integrin act | p53 reactivator | ELG1 genotox | uPA surface inh | BRCA1 expr act
- C=CCNCc1cccn1-c1sc2c(c1C#N)CCCC2
→ -2.9% | 5.8 | -7.9% | 7.0% | 0.1% | -0.4% | -36.8% | 10.0% | -10.5% | -1.2% | -47.7%
- COc1ccc(-n2c(Cc3cccn3C)nnc2SCC(=O)Nc2ccccc2)cc1
→ -1.5% | -4.9 | -2.5% | -3.2% | 0.4% | -3.6% | -2.8% | -5.2% | -7.2% | 15.5% | 0.0%
- Cc1ccc(-c2csc(NC(=S)NC(=O)c3cccs3)n2)cc1
→ -2.6% | 2.1 | -4.5% | -6.7% | 0.2% | 1.0% | 9.0% | -8.3% | 12.0% | -2.7% | -5.2%
- O=C(NNS(=O)(=O)c1ccc(C(F)(F)F)cc1)c1cnn(-c2ccccc2)c1C(F)(F)F
→ 0.5% | 10.0 | -0.1% | -10.5% | 0.3% | -2.0% | 4.8% | -1.4% | -2.4% | 7.4% | 2.9%
- Cc1cc(-n2cnc3c(=O)[nH]cnc32)ccc1N
→ 1.1% | -2.3 | -3.9% | -5.1% | -0.4% | -0.2% | -18.3% | 2.2% | 2.1% | 13.2% | -3.4%
- O=C(C1CCC1)N1CCN(Cc2ccccc2)CC1
→ 2.7% | 2.1 | -7.4% | -7.4% | -0.3% | -0.4% | 0.0% | -2.7% | 1.2% | -3.3% | -20.5%
- CCOc1nc(NC(=O)NS(=O)(=O)c2ccccc2F)nc(-c2ccccc2)n1
→ 0.1% | -0.3 | -9.4% | -15.1% | 0.1% | -0.4% | 6.0% | 7.2% | ? | -7.1% | 38.9%
- O=C(OCC1OC(n2cc(Br)c(=O)[nH]c2=O)C(Br)C1O)c1ccccc1 (centres undefined)
→ 0.7% | 1.0 | 0.0% | 2.9% | 0.4% | -0.3% | -1.0% | 2.0% | -0.1% | 10.0% | -0.7%
- CC(Sc1n[nH]c(-c2cccs2)n1)C(=O)Nc1ccccc1F (centres undefined)
→ -4.7% | 0.9 | -1.0% | -4.1% | 0.5% | -1.1% | -35.4% | 1.1% | -0.1% | 10.1% | -27.9%
- CCN1CCN(Cc2ccc(NC(=O)c3cc(NC(=O)c4cc5cccc(OC)c5o4)cc(OC)c3)cc2C(F)(F)F)CC1
→ -6.4% | -4.5 | -0.1% | 1.2% | -0.4% | -19.2% | -59.8%&-45.0%[inhibitor] | 2.5% | 3.9% | 1.8% | -86.7%&0.0%
- COc1cc(OC)cc(C(=O)Nc2ncc3c(n2)CC(C)(C)CC3=O)c1
→ 1.8% | 0.1 | -10.0% | 0.5% | 0.3% | -0.6% | 16.3% | -3.2% | 3.5% | -4.1% | 10.1%
- Cc1cccc(NC(=O)c2ccc3c(c2)OCCO3)c1C
→ 3.8% | ? | -0.7% | 9.5% | 0.0% | -0.9% | 5.9% | 23.3% | ? | 0.1% | ?
- O=C(COC(=O)c1ccco1)NCC1CCCCC1
→ -0.5% | 0.5 | -5.8% | -16.6% | -0.2% | 1.9% | 13.8% | 1.9% | 4.0% | 2.9% | -3.4%
- OCC1CCCN(c2nc(CN3CCCCC3)nc3scc(-c4ccccc4)c23)C1 (centres undefined)
→ 3.9% | 3.0 | -8.4% | 1.7% | 0.0% | 1.4% | -32.7% | 3.3% | -5.1% | -15.3% | -14.9%
- COC(=O)c1ccc(C)c(NS(=O)(=O)c2ccc(OC)c(OC)c2)c1
→ 1.6% | 2.5 | -11.1% | 10.2% | 0.0% | -0.7% | 16.1% | -3.2% | -0.5% | -8.2% | -46.2%
- Cc1ccc(CCNC(=O)CN(c2ccc(C)cc2)S(=O)(=O)c2c(C)noc2C)cc1
→ -2.9% | 5.3 | -0.5% | -13.0% | -0.8% | -0.4% | 0.0% | 8.3% | -3.6% | 10.4% | -51.3%&3.6%
- Cc1cc(C)nc(SCc2ccc(Cl)cc2)n1
→ -0.6% | 0.1 | -4.2% | -1.0% | -0.4% | -0.6% | 2.0% | nt | 6.6% | -1.7% | -2.8%
- Cc1ccnc(NC(=O)CSc2ccccn2)c1
→ -0.2% | 1.2 | 1.4% | -18.5% | -0.1% | 6.3% | -12.4% | 5.5% | 7.5% | -2.6% | 44.5%
- C=CCNC(=O)c1ccc(N(Cc2ccc(Cl)cc2)S(C)(=O)=O)cc1
→ -0.4% | 0.5 | -9.1% | -25.9% | 0.3% | -3.9% | -15.3% | nt | -4.0% | -11.7% | -21.7%
- COc1ccccc1C(=O)Nc1nc2cc3c(cc2s1)OCCO3
→ -1.6% | 7.7 | 0.6% | -14.6% | -0.1% | 13.7% | -57.3%[inhibitor] | 13.2% | 2.06µM* | 2.82µM* | -45.0%
- COCCn1c(SCc2ccccc2Cl)nc2c1c(=O)[nH]c(=O)n2C
→ 3.0% | 1.4 | -1.3% | -2.8% | -0.7% | -4.4% | 13.1% | -7.7% | 15.5% | -2.4% | -7.0%
- CC(Sc1ccccc1)C(=O)NNC(=O)c1csc(N2CCOCC2)n1 (centres undefined)
→ 0.8% | -0.8 | 0.9% | -35.4% | 0.0% | 3.0% | -25.9% | 1.5% | 0.5% | 1.5% | -8.2%
- O=C(Nc1ccc2c(c1)OCO2)O[C@@H]1C[C@H]2CCCC(=O)N3CC[C@@H](C1)[C@@H]23
→ -0.7% | 1.2 | 1.8% | 3.3% | -1.1% | 4.0% | 22.9% | nt | 5.1% | -3.9% | 10.4%
- Cc1cc(N2CCN(C)CC2)nc2ccc(NC(=O)c3ccccc3F)cc12
→ 0.6% | -0.6 | -1.2% | -14.7% | -0.1% | 8.5% | -22.8% | ? | ? | 1.0% | 11.2µM*
- COCCNC(=O)C(c1cccs1)N(C(=O)Cn1nnc2ccccc21)c1ccc(OC)cc1 (centres undefined)
→ -0.5% | -0.5 | -1.5% | 3.8% | 0.3% | 0.6% | 8.5% | -12.0% | 0.3% | -0.2% | 29.6%
- COc1ccccc1N1CCN(CC(O)COc2ccc3c(C)cc(=O)oc3c2)CC1 (centres undefined)
→ 7.7% | 0.3 | 1.0% | -6.8% | 2.3% | 2.9% | -5.5% | -9.2% | -1.0% | 0.6% | -3.2%
- C=CC[C@H](CC(=O)N(CCO)Cc1ccccc1)C(=O)NCCOC(=O)[C@H](CC=C)CC(=O)OC(C)(C)C
→ 1.1% | nt | -1.7% | -0.3% | 0.3% | 3.5% | 7.4% | -1.3% | -6.5% | 13.6% | 9.9%
- Cc1cc(Cl)ccc1OCCCC(=O)N/N=C/c1cccc([N+](=O)[O-])c1
→ 1.6% | 1.0 | -0.8% | 1.6% | 0.1% | -9.7% | 3.4% | -2.7% | 0.1% | 1.5% | -41.0%
- Cc1cccc(N)c1SC1CCCCC1O (centres undefined)
→ 4.1% | -4.2 | -1.6% | -11.9% | -0.5% | -0.2% | 23.9% | -7.4% | 0.9% | 4.3% | -17.1%
- CCCc1cc(N2CCN(C(=O)c3ccco3)CC2)n2c(nc3ccccc32)c1C#N
→ 3.1% | 16.1 | -4.1% | -8.5% | 0.4% | i | 0.5% | -5.6% | -9.2% | -3.8% | -47.7%
- O=C(Nc1cccc(S(=O)(=O)C(F)F)c1)c1ccc(S(=O)(=O)N2CCCCC2)cc1
→ 2.8% | 7.5 | -1.7% | 5.1% | -0.2% | -6.4% | -32.9% | -4.2% | -8.7% | -0.5% | -51.9%
- COc1ccc(CCNC(=O)COC(=O)c2cc(S(=O)(=O)N3CCCC3)ccc2O)cc1
→ 1.5% | -2.1 | -5.1% | 14.5% | -0.1% | 2.6% | 4.8% | 1.8% | 1.0% | 9.1% | -21.3%
- COc1cc(/C=C/C(=O)OCC(=O)NCc2ccco2)ccc1O
→ -0.1% | 3.1 | -0.5% | -25.9% | -0.2% | 9.2% | -36.9% | 3.0% | 3.4% | -10.4% | -71.1%
- CCOC(=O)Cc1csc(NC(=O)CSc2nnc(-c3ccc(C)cc3)o2)n1
→ 2.4% | -0.3 | -4.0% | 3.7% | 0.1% | -1.6% | 10.3% | -3.5% | -4.7% | nt | -42.2%
- COc1ccc(/C=N/NC(=O)NC23CC4CC(CC(C4)C2)C3)c(OC)c1
→ -0.4% | -4.0 | -6.4% | -1.5% | 0.5% | -13.7% | 17.8% | 0.2% | -5.1% | 8.0% | -49.2%
- CC(Sc1ccc(Cl)cc1)C(=O)Nc1ccc(S(=O)(=O)N2CCOCC2)cc1 (centres undefined)
→ -5.4% | -0.1 | -7.6% | 0.9% | -0.8% | -8.3% | -26.3% | 0.2% | -1.2% | -8.8% | -47.2%
